Compound activity as filed in PubChem.
BL2 CD40 inh – CD40 pathway inhibition in BL2 cells; BL2 NF-kB luciferase reporter, CD40L-induced, 4 h; inhibition, % at 10 µM; 83,000 tested, 0.94% active; AID 1053188;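 active = mean inhibition of at least 50% with a set share of replicates also reaching that level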;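 note: 0% = neutral control wells and 100% = IKK inhibitor VII at 50 µM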
An asterisk follows results filed as active; & = joins results of further samples; [ ] = remark or other dose. Not all compounds are listed (hit frequency here may not be typical).

SMILES	BL2 CD40 inh
O=C(COC(=O)C1CCC1)NC(=O)c1ccccc1	0
CN(C)S(=O)(=O)c1cccc(C(=O)Nc2ccccc2N2CCCCC2)c1	5
COc1ccc(-n2c(C)nc(N)c2C(=O)c2ccccc2)cc1	-32
Cc1occc1C(=O)N1CCN(S(C)(=O)=O)CC1	4
CCOC(=O)c1c(N)sc2c(NC(C)=O)cccc12	11
O=C(CCCN1C(=O)c2cccc3cccc(c23)C1=O)NCc1cccnc1	-8
COC1OC2COC(c3ccccc3)OC2C(O)C1N (stereo not given)	0
CC(C)CC1c2[nH]c3ccccc3c2CCN1C(=O)CCC(=O)N(C)C (stereo not given)	-47
Nc1ccccc1-c1nnc(-c2ccccc2N)n1N	-33
CC1CCCC(C)N1C(=O)c1ccc2c(c1)S(=O)(=O)c1ccccc1C2=O (stereo not given)	6
Cc1cc(C(=O)Cn2cc([N+](=O)[O-])ccc2=O)c(C)n1CC1CCCO1 (stereo not given)	1
C[C@@H]1CN([C@H](C)CO)C(=O)c2ccccc2-c2ccccc2CO[C@@H]1CN(C)C(=O)[C@@H]1CCCN1C	-22[25 µM]
CC(C)NC(=O)Nc1cccc2c1O[C@@H](CN(C)S(C)(=O)=O)[C@@H](C)CN(C)C2=O	-44
CC(C)COC(=O)N(C)C[C@@H]1OCc2ccccc2-c2ccccc2C(=O)N([C@@H](C)CO)C[C@@H]1C	-12[25 µM]
COCCCNCC(O)COc1cccc2[nH]c(C)cc12 (stereo not given)	12

In a second layout: results already given.
Cc1cc(C(=O)Cn2cc([N+](=O)[O-])ccc2=O)c(C)n1CC1CCCO1 (stereo not given)
- BL2 CD40 inh: 1

C[C@@H]1CN([C@H](C)CO)C(=O)c2ccccc2-c2ccccc2CO[C@@H]1CN(C)C(=O)[C@@H]1CCCN1C
- BL2 CD40 inh: -22[25 µM]

CC(C)NC(=O)Nc1cccc2c1O[C@@H](CN(C)S(C)(=O)=O)[C@@H](C)CN(C)C2=O
- BL2 CD40 inh: -44

More records.
SMILES	BL2 CD40 inh
CC(OC(=O)CCCN=C1NS(=O)(=O)c2ccccc21)C(=O)N(C)c1ccccc1 (stereo not given)	-1
CN1CCN(C(=O)C[C@H]2CC[C@@H]3[C@H](COc4ccc(NC(=O)C5CCCC5)cc4C(=O)N3C)O2)CC1	-5
O=C(c1ccc(CNS(=O)(=O)c2ccccc2)cc1)N1CCN(Cc2ccccc2)CC1	30
CNC[C@H]1Oc2ccc(NC(=O)NC(C)C)cc2CC(=O)N(C)C[C@@H]1C	-3
CN(c1ccccc1)S(=O)(=O)c1ccc(C(=O)NCc2cccs2)cc1	22
CCN(CC)CCNS(=O)(=O)c1ccc(OC)c(Br)c1	7
COc1ccc(NC(=O)CN(C)C(=O)CCc2ccccc2)cc1	-1
CCOC(=O)N1CCN(c2ccc(S(=O)(=O)N3CCOCC3)cc2[N+](=O)[O-])CC1	5
COc1ccc(C(CNC(=O)c2cc3ccccc3o2)N2CCCC2)cc1 (stereo not given)	3
O=C(Cc1ccncc1)NCC[C@H]1CC[C@H](NS(=O)(=O)c2ccccc2Cl)[C@H](CO)O1	-1[25 µM]
COC(=O)N(C)C[C@@H]1OCc2ccccc2-c2ccccc2C(=O)N([C@@H](C)CO)C[C@@H]1C	-9
Cc1cccc(-n2ccnc2SCC(=O)c2c(N)n(C3CC3)c(=O)[nH]c2=O)c1C	-16
COc1ccc(C(=O)COC(=O)Cn2[nH]c(=O)c3ccccc3c2=O)c(OC)c1	18
Cc1cc(NC(=O)COC(=O)c2cccc(S(=O)(=O)N(C)C3CCCCC3)c2)no1	3
O=C(NC1CC1)c1cccc(NC(=O)c2cc(S(=O)(=O)N3CCOCC3)ccc2Cl)c1	-5
COc1ccccc1C1CCN(C(=O)c2cnn(-c3ccccc3)c2C)CC1	7
O=S(=O)(c1ccccc1)c1nc(-c2ccco2)oc1NCCCn1ccnc1	5
CCN(C(=O)CSc1nccc(=O)[nH]1)C1CCCCC1	-4
O=C(c1cccc(S(=O)(=O)N2CCCCC2)c1)N1CCN(c2ccccc2)CC1	9
CCC(=O)Nc1cccc2cccnc12	12
COc1ccc(S(=O)(=O)N/N=c2\oc3c(OC)cccc3cc2S(=O)(=O)c2ccc(C)cc2)cc1OC	-8
O=S(=O)(NCCc1cn2ccccc2n1)c1ccc2c(c1)OCCO2	6
COc1ccc(OC(=O)c2ccc3nsnc3c2)cc1	-27
C[C@H]1CN([C@@H](C)CO)S(=O)(=O)c2ccc(-c3ccncc3)cc2O[C@H]1CN(C)S(C)(=O)=O	28[25 µM]
O=C(Nc1cccc(C(F)(F)F)c1)N1CCC(c2nc(-c3ccc(F)cc3)no2)CC1	24
CO[C@@H]1CN(C)C(=O)c2cc(NC(=O)c3ccc(F)cc3)ccc2OC[C@@H](C)N(C)C[C@H]1C	-8
c1ccc(CCCCc2ccncc2)cc1	7
CCOC(=O)N1CCN(C(=O)C2CCCN(c3nc4ccc(OCC)cc4s3)C2)CC1 (stereo not given)	-18
COc1ccc(CCNC(=O)c2c(-c3ccccc3)noc2C)cc1OC	7
CO[C@H]1CN(C)C(=O)c2cc(NC(=O)c3ccc(Oc4ccccc4)cc3)ccc2OC[C@H](C)NC[C@@H]1C	-8[25 µM]
O=S(=O)(c1ccc2ccccc2c1)N1CCCOC1	4
CC1(c2ccc3c(c2)OCCCO3)NC(=O)N(CC(=O)NCCc2ccccc2)C1=O (stereo not given)	13
CC(C)c1onc(C(=O)Nc2cccc(O)c2)c1[N+](=O)[O-]	-37
O=C(NC12CC3CC(CC(C3)C1)C2)N1CCN(S(=O)(=O)c2ccc(Cl)cc2)CC1	23
Cc1ccccc1S(=O)(=O)N1[C@H](CO)[C@H](c2ccccc2)[C@@H]1C#N	2
CCN(CC(=O)NCc1ccc(F)cc1)CC(=O)Nc1ccccc1-c1ccccc1	3
O=C(C[C@H]1CC[C@H]2[C@@H](COC[C@@H](O)CN2S(=O)(=O)c2ccccc2)O1)NCCN1CCCCC1	-6
CCCS(=O)(=O)NC(=O)C1(C)CCCN(C(=O)C2(c3ccc(Cl)cc3)CCCC2)C1 (stereo not given)	2
O=C(Nc1cccc(Cn2cccn2)c1)c1cc2c(s1)CCCC2	-88
COc1ccc(N2CCN(C(=O)COC(=O)Cc3cccc(OC)c3)CC2)cc1	4
CN(Cc1ccccc1)C(=O)c1ccc(S(=O)(=O)N(C)c2ccccc2)cc1	12
c1cnc(-c2noc(CN3CCN(C4C5CC6CC(C5)CC4C6)CC3)n2)cn1 (stereo not given)	-1
Cc1cc(-c2ccccc2)c2c3c(c(-c4ccccc4)n2n1)c(=O)n(C)c(=O)n3C	7
CC1C(=O)N2CCCc3cc(NC(=O)C(=O)NCc4cccnc4)cc1c32 (stereo not given)	15
O=C(CC12CC3CC(CC(C3)C1)C2)Nc1ccccc1N1CCOCC1	11

Part of the list above in order of number of heavy atoms, smallest number first:
SMILES	BL2 CD40 inh
c1cnc(-c2noc(CN3CCN(C4C5CC6CC(C5)CC4C6)CC3)n2)cn1 (stereo not given)	-1
O=C(NC12CC3CC(CC(C3)C1)C2)N1CCN(S(=O)(=O)c2ccc(Cl)cc2)CC1	23
CCN(CC(=O)NCc1ccc(F)cc1)CC(=O)Nc1ccccc1-c1ccccc1	3

Remaining list, next part:
SMILES	BL2 CD40 inh
CCC(=O)N1CC[C@@H]2[C@H]1c1cc(-c3ccc(F)cc3)ccc1N(C)[C@@H]2CO	1[25 µM]
O=C(C[C@H]1CC[C@H]2NC[C@@H](O)COC[C@@H]2O1)N1CCc2ccccc2C1	-4[25 µM]
C[C@H](CO)N1C[C@H](C)[C@H](CN(C)Cc2cccc(C(F)(F)F)c2)Oc2ncc(-c3ccccc3)cc2C1=O	21[25 µM]
CO[C@@H]1CN(C)C(=O)c2ccc(NS(C)(=O)=O)cc2OC[C@@H](C)N(C(=O)C2CCCC2)C[C@H]1C	4
CC1CCCC(NS(=O)(=O)c2ccc3c(c2)OCCO3)C1C (stereo not given)	9
C/C=C/c1ccc([C@@H]2[C@@H](CN(C)C(=O)C3CC3)N(C(=O)C3CC3)[C@H]2CO)cc1	-5
Cc1ccc(-c2cc(C(=O)N/N=C/c3ccc(F)cc3)n[nH]2)o1	8
c1ccc(Cn2nnnc2CN2CCN(c3ncccn3)CC2)cc1	2
O=C1Nc2ccccc2OCc2cn(nn2)CC[C@H]1Cc1ccc(-c2ccccc2)cc1	-11[25 µM]
COc1ccc(CC(=O)OCCN(C)C)cc1	-1
O=C(Cc1cccs1)N1CCN(S(=O)(=O)c2ccccc2)CC1	-37
N#C/C(=C/C1=C(N2CCOCC2)C(=C/c2ccc(Cl)cc2Cl)/CC1)C(=O)Nc1ccccc1F	11
COc1nc(N)nc2c1ncn2C1OC(CO)CC1O (stereo not given)	2
CCCCOC(=O)Nc1cccc(C(C)=O)c1	-23
Cc1ccc2c(cnn2C(=O)CCC(=O)NC2CCCC2)c1	-1
COc1ccc(C(=O)N2CCC(C(=O)Nc3ccc4c(c3)OCO4)CC2)cc1	6
NC(=O)C1CCN(C(=O)c2cccc(S(=O)(=O)N3CCc4ccccc4C3)c2)CC1	10
CC(=O)Nc1csc2ccccc12	7
COc1ccccc1NS(=O)(=O)CC12CCC(CC1=O)C2(C)C (stereo not given)	-1
CCCCOc1ccc(C(=O)NCC(=O)N(C)CC(=O)Nc2ccc(N3CCOCC3)cc2)cc1	-36
CN1CCc2cccc3c2[C@@H]1Cc1ccc(O)c(O)c1-3	-31
c1ccc2oc(-c3[nH]ncc3CN3CCC(N4CCSCC4)CC3)cc2c1	-4
C[C@H](O)C#Cc1ccc([C@H]2[C@@H](CO)N3CCCCN(C(=O)c4ccc5c(c4)OCO5)C[C@@H]23)cc1	10[25 µM]
COCC(=O)N1[C@H](CO)[C@H](c2ccc(-c3cccnc3)cc2)[C@@H]1C#N	6[25 µM]
COc1cc2ccccc2cc1C(=O)Nc1ccc(N2CCOCC2)cc1	-16
COCCNc1nc(NCc2cccc(OC)c2OC)c2sccc2n1	3
CCCCc1ccc(NC(=O)Cn2c(=O)c(N3CCCCC3)c(N)n(C)c2=O)cc1	-7
CCC(=O)N1CCC1(C)C(=O)NS(=O)(=O)c1cccc(C#N)c1 (stereo not given)	-4
Cc1ccc(OC(C)C)c(CN(CCO)CCO)c1	21
CCCCC(CCc1ccccn1)C(=O)c1ccccc1 (stereo not given)	-11
CN(C)C(=O)c1ccc(-c2ccccc2[C@@H]2[C@@H](C#N)N(C(=O)C3CCCC3)[C@H]2CO)cc1	-4
Cc1ccn(CCC(=O)N2CCCC(N3CCN(c4ccccc4C)CC3)C2)n1 (stereo not given)	10
CNc1ccccc1C(=O)OCC(=O)N(CCOC)c1c(N)n(CC(C)C)c(=O)[nH]c1=O	7
COC(=O)C[C@H]1C[C@H]2c3cc(N)ccc3O[C@H]2[C@H](CO)O1	7[25 µM]
CC(=O)Oc1ccc(-c2csc(Nc3cccnc3)n2)cc1	-51
CC1(C)NC(=O)N(CC(O)COc2ccccc2C(=O)N2CCCCC2)C1=O (stereo not given)	7
CCOc1ccc(S(=O)(=O)N2CCN(c3ccccc3)CC2)c2cccnc12	13
COc1cccc(-c2ccc(C3[C@H]4CNC[C@@H]3N4Cc3cc(F)ccc3F)cc2)c1 (stereo not given in full)	-2&2
O=C(CCS(=O)(=O)c1ccccc1)Nc1ccc(N2CCN(Cc3ccccc3)CC2)cc1	-3
COc1ccc([N+](=O)[O-])cc1NS(=O)(=O)c1cccc(C(=O)OC2CCOC2=O)c1 (stereo not given)	1
C[C@H]1CN([C@@H](C)CO)C(=O)Cc2cc(NS(=O)(=O)c3cn(C)cn3)ccc2O[C@H]1CN(C)C(=O)NC1CCCCC1	0[25 µM]
O=C(NCCCN1CCCC1=O)c1cc(-c2cccnc2)nc2ccc(Cl)cc12	5
CCc1nc2ccc(C(=O)N(C)CC(=O)Nc3ccc(F)c(F)c3F)cc2nc1CC	-6
O=C(c1ccc(S(=O)(=O)N2CCCC2)cc1)N(c1ccccc1)C1C=CS(=O)(=O)C1 (stereo not given)	0
Cc1ccc(NC(=O)CN(C)C(=O)c2ccc3[nH]c4c(c3c2)CC(C)CC4)cc1 (stereo not given)	2

Rewritten as labelled records: three of the compounds above.
O=C(CCS(=O)(=O)c1ccccc1)Nc1ccc(N2CCN(Cc3ccccc3)CC2)cc1
- BL2 CD40 inh: -3

COc1ccc([N+](=O)[O-])cc1NS(=O)(=O)c1cccc(C(=O)OC2CCOC2=O)c1 (stereo not given)
- BL2 CD40 inh: 1

C[C@H]1CN([C@@H](C)CO)C(=O)Cc2cc(NS(=O)(=O)c3cn(C)cn3)ccc2O[C@H]1CN(C)C(=O)NC1CCCCC1
- BL2 CD40 inh: 0[25 µM]

Continuation.
SMILES	BL2 CD40 inh
C=CCc1cccc2cc(C(=O)Nc3ccc(CC(=O)O)cc3)c(=O)oc12	-25
CCCC(=O)Nc1ccc2c(c1)C(=O)N(C)C[C@@H](OC)[C@H](C)CN(C(=O)c1ccccn1)[C@H](C)CO2	-2[25 µM]
CC(=O)c1cccc(Nc2nc(-c3ccccc3)cs2)c1	-112
O=C(C[C@@H]1C[C@@H]2c3cc(NC(=O)c4ccc5c(c4)OCO5)ccc3O[C@@H]2[C@@H](CO)O1)NC1CCCC1	0
CCCN(CCC)C(=O)Nc1cc(Cl)ccc1OC	9
CN(C)C(=O)c1ccc(-c2ccc([C@H]3[C@@H](CO)N4CCCCN(C(=O)C5CC5)C[C@H]34)cc2)cc1	-8[25 µM]
O=C(O)/C=C/C(=O)N1CCN(S(=O)(=O)c2cccc(C(F)(F)F)c2)CC1	6
